Eya2 inh: Eya2 (human) phosphatase inhibition. O00167. recombinant Eya2, OMFP fluorescence dephosphorylation (OMFP is methylfluorescein phosphate). Potency, µM (series often up to 76.9 µM), without a hit: at the highest dose activity, negative = inhibition, actives largely listed as inhibitors. 330,000 tested, 0.006% active; also: potency is read from the fitted curve at half-maximal effect; % is scaled to controls: 0 for no effect and ±100 for the full control effect
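Eya2 protein (added as 0.2 uM solution) was preincubated with compound for 10 min at ambient temperature in 50 mM HEPES pH 7.5, 50 mM NaCl, 5 uM MgCl2, 0.05% BSA, 1 mM DTT. OMFP (added at 50 uM) then reacted 10 min; fluorescence read at 485/525 nm.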
USP2a inh: inhibitors of human ubiquitin-specific protease USP2a; O75604; USP2 core, Ub-CHOP2 coupled fluorogenic reporter, 485/531; Potency, µM (top dose mostly 38.3 µM), inactives show at the top dose activity change, negative = inhibition, actives largely listed as inhibitors; 330,000 tested, 0.01% active;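 also: potency is read from the fitted curve at half-maximal effect; plate controls were DMSO wells for no effect and full inhibition by NEM control for full effect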
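Cell-free coupled assay: 10nM USP2 core preincubated 30min RT with compound in Tris-HCl pH 8.0/CaCl2/CHAPS buffer, then 25nM Ub-CHOP2 and 25nM reporter substrate; fluorescence (Ex 485/Em 531) read after 60min RT, normalized to NEM inhibition, concentration-response curves fitted.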
ELG1 genotox: inducers of genotoxicity in HEK293T ELG1-luciferase cells; HEK293T ELG1-luciferase reporter, luminescence, 16 h; Potency, µM (titrated, usually from 46 µM), inactives show top-dose activity change, positive = activation, most hits filed as activators; AID 504466; 330,000 tested, 1.3% active; also: potency is read from the fitted curve at half-maximal effect; % of control where 0% means no effect; nearly all actives have a fitted effect of over 60% in size
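Quantitative HTS format in 1536-well plates. HEK293T ELG1-luciferase reporter cells receive test compound and are incubated 16 hr at 37 °C, 5% CO2; ONE-Glo added, 30 min room temperature, then luminescence read.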
Integrin act MD: integrin-mediated muscular dystrophy alleviation activation; AID 624291; Potency, µM (top dose mostly 38.3 µM), for inactives: top-dose activation, usual class: activators; 350,000 tested, 0.064% active; alpha7betagal myoblasts, beta-gal FDG fluorescence, 48 h;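 also: potency is read from the fitted curve at half-maximal effect; 100% = response of the positive control SU9516; nearly all actives have a fitted effect of over 60% in size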
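alpha7betagal+/- myoblasts (passage 13, 250/well) treated 48 h at 37C with compounds at 1:260 dilution of DMSO stock. Lysed, then beta-galactosidase activity read as FDG fluorescence (ex 480/em 540) after 30 min, with pre-read for autofluorescence.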
p53 reactivation: restores transcriptional activity of mutant p53; H1299 p53-A138V BP100-luciferase reporter, luminescence, 24 h; Potency, µM (series often up to 92.2 µM), for inactives: at the top dose activity change, positive = activation, usual class: activators; 320,000 tested, 0.063% active; AID 504706; also: potency is read from the fitted curve at half-maximal effect; % of control where 0% means no effect; nearly all actives have a fitted effect of over 45% in size
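p53-null H1299 cells stably carrying temperature-sensitive p53-A138V and a BP100-luciferase reporter were pinned with compounds (4-point, 1:5 series) and held 24 hrs at 37 deg C. Luminescence was read 10 min after detection reagent.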
BRCA1 expr up: BRCA1 expression activation. MCF7-BRCA1-FFLuc reporter, luminescence, 48 h; response scale: scaled: vehicle 0%, 10 µM genistein 100%. Potency, µM (highest dose often 46.1 µM), for the others: at the highest dose activation, actives largely listed as activators. 380,000 tested, 1.1% active. AID 624202; also: potency is read from the fitted curve at half-maximal effect; nearly all actives have a fitted effect of over 80% in size; some results filed as inactive show a strong effect at the top dose
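MCF7-BRCA1-FFLuc cells, 2000/well in phenol-red-free MEM, attached 2 h then treated 48 h at 37 C. Luciferase luminescence read 15 min after reagent; normalized to genistein maximum activation (10microM) and DMSO, concentration-response fitted.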
TSG101-PTAP inh: blocks PTAP/TSG101 interaction to inhibit HIV-1 budding | 340,000 tested, under 10 active | Q99816 | Fluorescence polarization, FITC-PTAP peptide / Tsg101 binding | Potency, µM (highest dose often 115 µM), inactives show at the top dose activity change, negative = inhibition, usual class: inhibitors; active = well fitted inhibition curve with a large enough effect in the main read-out, with a control signal flat, not every such curve was filed as active; inconclusive = small, poorly fitted or top-dose-only effect, or effect the other way, or a change in a side signal; inactive = no such curve, though single readings can be large or run the other way; also: potency is read from the fitted curve at half-maximal effect; % of control where 0% means no effect
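Tsg101 binding domain (10 uM final) was mixed with compound and a FITC-labeled PTAP peptide (50 nM final) in HEPES pH 7.5 buffer with NaCl, Tween 20, EDTA and TCEP; fluorescence polarization was read after 20 min at r.t.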
TRPV1 ag: agonists of human vanilloid receptor 1 (TRPV1) | Q8NER1 | TRPV1-expressing cells, Fluo-8 calcium influx, agonist mode | activation, % at 8.33 µM | 320,000 tested, 0.19% active | AID 540275; in the data active = activation above about 80%; inconclusive = between about 30% and that limit; also: 0% is about no effect
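Cells expressing TRPV1 were dye-loaded with Fluo-8 and read kinetically: 10 s baseline, 3 min after compound (agonist portion), then 2 min after EC20 capsaicin (allosteric enhancer portion). Calcium-bound dye fluorescence at 480/520 nm.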
B2AR arrestin: agonists driving beta-arrestin recruitment to human beta2-adrenergic receptor; Potency, µM (top dose mostly 46.1 µM), for inactives: at the top dose activation, usual class: activators; 330,000 tested, 0.02% active; P07550; beta-arrestin recruitment to beta2AR, cell-based reporter;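 also: potency is read from the fitted curve at half-maximal effect; 0% = DMSO controls and full agonism = EC100 isoproterenol or metaproterenol; nearly all actives have a fitted effect of over 65% in size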
Target sequence (P07550 whole entry, looked up): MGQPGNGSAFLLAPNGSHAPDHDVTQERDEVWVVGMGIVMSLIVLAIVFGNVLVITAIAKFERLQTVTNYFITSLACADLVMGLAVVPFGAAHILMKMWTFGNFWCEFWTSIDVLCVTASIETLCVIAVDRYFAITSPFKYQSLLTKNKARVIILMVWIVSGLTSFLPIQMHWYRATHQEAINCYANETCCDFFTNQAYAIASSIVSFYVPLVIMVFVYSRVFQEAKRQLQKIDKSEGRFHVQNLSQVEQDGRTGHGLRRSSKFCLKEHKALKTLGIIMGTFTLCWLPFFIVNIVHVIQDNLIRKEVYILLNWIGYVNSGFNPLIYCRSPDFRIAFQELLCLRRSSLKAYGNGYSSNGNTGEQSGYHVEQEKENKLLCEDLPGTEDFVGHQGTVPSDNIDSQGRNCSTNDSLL
S-ASM inh: inhibitors of human secretory acid sphingomyelinase; 340,000 tested, 0.006% active; Potency, µM (titrated, usually from 57.5 µM), without a hit: at the highest dose activity change, negative = inhibition, hits mostly inhibitors; AID 504937; placental ASM, HMU-PC fluorogenic substrate, 60 min; P17405; also: potency is read from the fitted curve at half-maximal effect
Target sequence (P17405 47-631 limits assumed): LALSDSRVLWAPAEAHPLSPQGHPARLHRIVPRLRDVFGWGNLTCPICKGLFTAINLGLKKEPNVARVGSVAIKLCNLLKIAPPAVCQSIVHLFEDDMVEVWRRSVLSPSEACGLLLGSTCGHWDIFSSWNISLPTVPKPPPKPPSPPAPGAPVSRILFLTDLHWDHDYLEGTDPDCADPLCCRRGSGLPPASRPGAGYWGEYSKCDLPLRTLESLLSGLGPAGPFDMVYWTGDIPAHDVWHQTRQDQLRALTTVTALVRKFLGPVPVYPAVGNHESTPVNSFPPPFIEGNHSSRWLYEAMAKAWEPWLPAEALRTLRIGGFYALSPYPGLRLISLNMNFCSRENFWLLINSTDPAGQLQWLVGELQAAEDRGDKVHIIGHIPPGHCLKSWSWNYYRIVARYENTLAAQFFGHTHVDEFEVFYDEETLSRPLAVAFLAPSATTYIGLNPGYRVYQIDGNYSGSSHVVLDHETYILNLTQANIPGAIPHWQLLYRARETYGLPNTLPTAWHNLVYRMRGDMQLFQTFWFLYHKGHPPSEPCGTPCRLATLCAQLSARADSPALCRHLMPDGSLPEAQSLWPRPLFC
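Human placenta-derived ASM enzyme was preincubated with compound for 10 minutes at room temperature, then given fluorogenic substrate HMU-PC0 (9 uM final) for 60 minutes at 37 °C; a pH 10 stop preceded fluorescence reading at Ex 386/Em 447 nm.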
uPA surface inh: blocks generation of uPA at the cell surface. cell surface uPA generation assay, qHTS. Potency, µM (doses to about 38.3 µM), for the others: at the highest dose activity change, negative = inhibition, hits mostly inhibitors. 330,000 tested, 0.31% active; active = well fitted inhibition curve with a large enough effect; inconclusive = small, poorly fitted or top-dose-only effect; inactive = no such curve, though single readings can be large or run the other way; tested in mouse RAW 264.7 cells; also: potency is read from the fitted curve at half-maximal effect; % is scaled to controls: 0 for no effect and ±100 for the full control effect; nearly all actives have a fitted effect of over 55% in size
Numbers without * were called inactive; ? = inconclusive; nt = no result given; [ ] = remark or other dose. Unless noted, calls follow the shape of the dose curve; as a rule, active = well fitted curve in the direction sought with a large enough effect; inconclusive = small, poorly fitted or top-dose-only effect, or another doubt; inactive = no such curve, though single readings can be large; an effect the other way counts as inactive or inconclusive. Compounds were not picked by outcome. Share with any hit: about 2.6%.

SMILES,S-ASM inh,Eya2 inh,ELG1 genotox,Integrin act MD,TSG101-PTAP inh,B2AR arrestin,TRPV1 ag,USP2a inh,BRCA1 expr up,p53 reactivation,uPA surface inh
Cn1c(=O)[nH]c(=O)c2c1nc(NC1CCCCC1)n2CCO,1%,-6%,4%,-5%,-6%,-0.2%,-2,1%,0%,-2%,-1%
COc1cccc(NC(=O)CSc2nc3ccccc3c3nc4ccccc4n23)c1,0%,4%,?,0%,-2%,-0.2%,-2,1%,-41%,-3%,1%
COCc1[nH][nH]c(=O)c1C=Nc1ccc(Oc2ccccc2)cc1,9%,0%,0%,-2%,-6%,-0.1%,?,3%,2%,2%,-5%
Cc1ccc(C(=O)N/C(=C/c2ccc(-c3cc(C(F)(F)F)ccc3Cl)o2)C(=O)NCc2cccnc2)cc1,34%,13%,-12%,13%,2%,0.0%,9,0%,-79%,-21%,-3%
Cc1ccnc(SCCn2c(N3CCN(C)CC3)nc3c2c(=O)n(C)c(=O)n3C)n1,3%,2%,0%,3%,-3%,-0.5%,0,1%,31%,1%,4%
Nc1nc(N)n(-c2ccccc2)c(=Nc2ccccc2)n1,2%,-13%,-1%,-35%,1%,0.2%,3,1%,6%,2%,-8%
CC(C)(C)OC(=O)Nc1ccc([C@H](NC(=O)OC(C)(C)C)C(=O)OC(C)(C)C)cc1,1%,-5%,1%,15%,-11%,0.0%,?,3%,-13%,5%,17%
Cc1cc(C(=O)Nc2ccc(S(=O)(=O)N3CCOCC3)cc2)c(C)o1,1%,3%,-2%,-15%,1%,0.3%,8,1%,-20%,-6%,-2%
COC(=O)[C@H](C)NC(=O)NCc1ccc(F)cc1,4%,14%,0%,9%,-6%,-0.2%,2,3%,14%,-2%,-14%
CCOCCCn1c(=S)[nH]c2cc(C(=O)N3CCN(C4CCCCC4)CC3)ccc2c1=O,0%,-4%,-6%,-45%[inhibitor],1%,0.3%,1,-1%,-27%,12%,-3%
COc1cc(CCNC(=O)CCCn2c(=O)c3cccn3c3cccnc32)cc(OC)c1OC,-3%,6%,-1%,24%,-1%,0.4%,-2,0%,-12%,-7%,-2%
C=CCOc1cccc(C2C(C(=O)c3ccc(C)o3)=C(O)C(=O)N2c2nnc(C)s2)c1 (stereo unspecified),nt,9%,2%,nt,nt,-0.3%,23,0%,nt,-6%,nt
COCC(C)NC(C(=O)Nc1ccc(C)c(Cl)c1)c1ccccc1 (stereo unspecified),-1%,17%,0%,14%,-3%,0.0%,?,-6%,9%,6%,3%
O=C(NC(=S)NCc1ccco1)c1ccc([N+](=O)[O-])cc1,-1%,5%,1%,7%,0%,-0.5%,nt,-1%,-13%,10%,2%
CCc1noc(C)c1C(=O)N1CCOCC1,0%,-44%,-4%,-4%,-4%,0.4%,1,2%,3%,4%,nt
COc1ccc(C(=O)Oc2cc(/C=N/NC(N)=S)ccc2OC)cc1,-13%,5%,2%,19%,-5%,-0.1%,1,4%,1%,-6%,-2%
COc1ccc(NC(=O)C2(S(=O)(=O)c3ccc(C)cc3)CC2)cc1,3%,17%,2%,?,-8%,-0.4%,6,1%,-10%,6%,5%
Cc1cc(NC(=O)c2cc(CC(C)C)on2)no1,5%,1%,13µM*,-16%,2%,-0.2%,3,2%,103%,12%,-19%
CC(=O)Nc1ccc(Oc2nc(C(F)(F)F)nc3ccccc23)cc1,0%,-3%,1%,19%,0%,0.1%,9,1%,-8%,0%,-2%
O=[N+]([O-])c1cc(/C=N/N/C(=N/c2ccccn2)c2ccccn2)ccc1O,-8%,3%,16%,-54%[inhibitor],2%,0.0%,3,0%,-17%,10%,-2%
COc1cccc(CC2(CO)CCCN(Cc3ccc(CO)o3)C2)c1 (stereo unspecified),3%,11%,-2%,0%,3%,-1.1%,-2,9%,0%,0%,2%
Cc1nc(NC(=O)COC(=O)/C=C/c2ccco2)c(Cl)cc1Cl,3%,8%,2%,0%,-3%,-0.5%,6,3%,0%,2%,2%
Cc1cccc(OCCOC(=O)Nc2ccccc2)c1,1%,0%,1%,14%,-8%,-0.1%,29,1%,55%,19%,-1%
Cc1cc(C(=O)CN2CCN(CC(=O)Nc3cccc(F)c3)CC2)c(C)n1C1CC1,5%,15%,-1%,-13%,0%,0.1%,1,0%,91%,-6%,-4%
Cc1cccc(Nc2nc3c(S(=O)(=O)c4ccccc4)nnn3c3ccccc23)c1C,30%,-7%,?,-9%,0%,-0.3%,3,3%,-30%,3%,2%
CCC1Sc2ccc(S(=O)(=O)CCC(=O)Nc3c(Cl)cc(OC)cc3OC)cc2NC1=O (stereo unspecified),-2%,2%,-2%[9.26 µM],0%,-1%,0.4%,-5,0%,-43%,?,1%
CCOC(=O)C1=C(C)OC(N)=C(C#N)C1c1cc(C)sc1C (stereo unspecified),3%,9%,-4%,5%,0%,0.1%,?,3%,3%,-2%,-4%
Cc1ccccc1Nc1nc(N)nc(CSc2nnc3sc4ccccc4n23)n1,0%,12%,1%,-20%,-6%,-0.7%,-2,-2%,0%[1.84 µM],13%,5%
O=C(Nc1cccc(S(=O)(=O)Nc2ccc(Cl)cc2)c1)c1cc2c(s1)CCCC2,-15%,-14%,-7%,-37%,1%,1.1%,-1,0%,-57%,?,1%
CCOC(=O)Cn1c(COc2ccccc2OC)[n+](C)c2ccccc21,3%,nt,nt,20%,-2%,nt,nt,nt,-30%,nt,3%
CCOC(=O)C1=C(O)/C(=C/c2cc(C)n(-c3ccccc3)c2C)N=C1C,26%,9%,2%,-28%,-9%,-0.4%,nt,3%,-33%,-7%,-1%
COC(=O)C1C(=O)NCC1c1ccc(C)cc1 (stereo unspecified),-3%,-29%,-1%,18%,-2%,-0.2%,1,1%,0%,0%,nt
Cc1ccc(NC(=O)CN2CCc3cc4c(cc3C2C)OCCCO4)cc1 (stereo unspecified),0%,4%,-3%,-18%,-8%,0.1%,24,1%,-34%,-8%,1%
CC(C)NC(=O)/C(=C\c1cccc([N+](=O)[O-])c1)NC(=O)c1ccccc1,-1%,-3%,3%,-3%,nt,-0.4%,1,-1%,1%,-1%,6%
Cc1c(C(=O)NCC2CCCO2)oc2ccc(S(=O)(=O)N3CCCC3)cc12 (stereo unspecified),-1%,-31%,-4%,-21%,0%,0.0%,?,0%,-2%,-1%,1%
Cc1ccc(-c2nnc3ccc(SCC(=O)NCc4ccco4)nn23)cc1,7%,-18%,-3%,-25%,-2%,-0.1%,-1,-1%,-16%,-14%,nt
CCCC(=O)Nc1ccc(C(=O)COC(=O)c2c(C)noc2C)cc1,3%,-28%,0%,-23%,-5%,0.4%,-2,-3%,24%,1%,-4%
Cc1cc(C(=O)Nc2sc3c(c2C#N)CCC3)no1,-2%,-23%,6.5µM*,-1%,nt,0.1%,2,3%,-20%,5%,?
CCOC12NC(=O)CC(=O)N1C(c1ccccc1)=CS2 (stereo unspecified),0%,12%,7%,10%[7.66 µM],1%,-0.6%,?,-12%,63%,?,0%
CC1(C2CC2)NC(=O)NC1=O (stereo unspecified),3%,-14%,1%,29%,0%,-0.2%,5,-1%,-8%,-1%,10%
O=C(C[n+]1ccccc1)N/N=C/c1cc(Br)ccc1F,-2%,11%,-1%,-4%,-7%,-0.1%,1,0%,-19%,-3%,3%
CC1(C)C(=O)Nc2ccccc2N1C(=O)CSc1ncccn1,-3%,16%,-2%,31%,-2%,0.0%,-1,-1%,-1%,-3%,-20%
O=C(O)c1cccc(Cn2c(Cl)c(/C=N/NC(=O)c3ccco3)sc2=O)c1,0%,1%,2%,14%,-1%,0.2%,-2,4%,11%,3%,6%
COc1cc(/C=C2\CCc3c2nc2ccccc2c3C(=O)O)cc(OC)c1OC,369%[activator],-1%,23µM*,21%,-2%,-0.7%,nt,7%,93%,9%,?
Cc1cc(C)c(S(=O)(=O)N2CCN(C(=O)c3c(C)noc3C)CC2)c(C)c1,-1%,6%,0%,-10%,-7%,-0.1%,0,2%,-2%,-4%,1%
O=C(NC(Cc1ccccc1)C(=O)O)/C(=C\c1ccc(F)cc1)NC(=O)c1ccccc1 (stereo unspecified),1%,-3%,3%,23%,-4%,2.7%,2,3%,13%,-2%,-2%

Assay outcomes (PubChem BioAssay)
